# TbPYK inhibitor = inhibitors of Trypanosoma brucei pyruvate kinase; TbPYK enzyme, Kinase-Glo Plus ATP luminescence, 45 min; Potency, µM (titrated, usually from 76.8 µM), inactives show at the highest dose activity, negative = inhibition, actives largely listed as inhibitors; actives 0.12% (n = 410,000); further: nearly all actives have a fitted effect of over 50% in size
#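 Glycolytic pyruvate kinase of T. brucei was incubated with substrate, test compound and 130 uM ADP for 45 minutes at room temperature. Luminescent Kinase-Glo Plus signal was measured after 10 minutes.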
# LmPK inhibitor = inhibitors of Leishmania mexicana pyruvate kinase; Q27686; purified LmPK, Kinase-Glo ATP luminescence, 1 h; Potency, µM (doses to about 57.5 µM), inactives show at the highest dose activity change, negative = inhibition, usual class: inhibitors; actives 0.37% (n = 290,000); AID 1721
# Target sequence (Q27686 whole entry, looked up): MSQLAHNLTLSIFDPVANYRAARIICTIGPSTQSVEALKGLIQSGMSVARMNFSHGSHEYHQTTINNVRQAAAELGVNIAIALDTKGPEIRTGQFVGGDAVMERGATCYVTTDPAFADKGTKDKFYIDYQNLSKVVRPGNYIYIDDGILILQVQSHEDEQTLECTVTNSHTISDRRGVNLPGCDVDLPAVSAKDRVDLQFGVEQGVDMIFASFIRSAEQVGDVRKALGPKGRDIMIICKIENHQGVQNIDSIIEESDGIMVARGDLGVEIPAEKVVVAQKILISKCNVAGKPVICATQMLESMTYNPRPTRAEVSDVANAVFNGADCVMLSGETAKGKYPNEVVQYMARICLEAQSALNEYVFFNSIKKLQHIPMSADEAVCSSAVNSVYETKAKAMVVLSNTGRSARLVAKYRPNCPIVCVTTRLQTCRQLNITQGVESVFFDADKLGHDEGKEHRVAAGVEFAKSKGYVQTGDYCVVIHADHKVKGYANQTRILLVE
#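 Kinase-Glo luminescence read after 1 h RT reaction of 0.1 nM LmPK with 0.5 mM PEP and 0.1 mM ADP. Activity scaled between uninhibited and enzyme-free controls.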
# Pf growth 96h = P. falciparum growth inhibition at 96 hour, primary screen for plastid delayed-death inhibitors; Potency, µM (doses to about 28.7 µM), for the others: at the top dose activity change, negative = inhibition, actives largely listed as inhibitors; P. falciparum luciferase reporter growth, 96 h; actives 6.9% (n = 320,000)
#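 Infected RBCs, 2% Hct / 0.05% parasitemia final; luciferase-reporter P. falciparum; cpd 96 h, 37 C, 5% CO2; luciferase detection reagent; luminescence.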
# Sm TGR inh = S. mansoni TGR enzyme inhibition | Q962Y6 | purified TGR, DTNB reduction, TNB absorbance 405 nm | Potency, µM (series often up to 114 µM), for the others: at the highest dose activity change, negative = inhibition, most hits filed as inhibitors | actives 3% (n = 360,000); further: nearly all actives have a fitted effect of over 60% in size
#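 First, TGR (20 nM dispensed) and NADPH were mixed with compound. Second, a 15 min room-temperature incubation followed. Third, further NADPH and then DTNB were added to start the reaction. Finally, TNB absorbance was monitored kinetically.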
# Pf growth 48h = inhibits P. falciparum growth in the first generation, 48 h | P. falciparum luciferase growth in erythrocytes, 48 h | Potency, µM (highest dose often 28.7 µM), for inactives: top-dose activity change, negative = inhibition, actives largely listed as inhibitors | actives 5.9% (n = 310,000) | AID 504832
#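 In quantitative HTS format, infected erythrocytes bearing luciferase-reporter parasites were treated for a single generation at 37 C. Luminescence after adding detection reagent served as the growth measure.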
# HCV inh = inhibitors of hepatitis C virus infection; actives 3.4% (n = 340,000); Huh7.5.1 HCVcc-Cre infection, luciferase reporter, 44 h; Potency, µM (titrated, usually from 41.8 µM), inactives show top-dose activity change, negative = inhibition, actives largely listed as inhibitors
#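 Infectious HCV cell culture screen: compound-treated cells (1,000/well, pre-plated 4 h) are infected with HCVcc-Cre at roughly 0.5 moi and grown 44 h. Infection is quantified by luciferase signal after 15 min substrate incubation at room temperature.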
# * marks the source's active call; other numbers are inactive results; ? = inconclusive; · = not tested or not shown; & = joins results of further samples; [ ] = another dose, or the depositor's remark. The call rests on the fitted dose curve; in most records, active means well fitted curve in the direction sought with a large enough effect; inconclusive means small, poorly fitted or top-dose-only effect, or another doubt; inactive means no such curve, though single readings can be large; an effect the other way counts as inactive or inconclusive. On the % scale 0 is the no-effect control and ±100 the full control effect; potency means the concentration at half of the fitted maximal effect. No enrichment for hits, and some 16% of all compounds hit somewhere here.
SMILES,TbPYK inhibitor,LmPK inhibitor,Pf growth 96h,Sm TGR inh,Pf growth 48h,HCV inh
COCCn1nnnc1C(c1ccc(Cl)cc1)N1CCSCC1 (stereo unspecified),-6%,-1%,·,-3%,-21%,16%
CC(C)(C)c1nn2cnnc2n(/N=C/c2ccccc2)c1=O,-8%,3%,10%,20%,7%,6%
COc1cc(/C=C/c2cccc[n+]2C)ccc1OCC(=O)Nc1cccc(Cl)c1,-3%,-5%,-8%,-13%,0.93µM*,-5%
C=C(C)CN1C(=O)C(O)(CC(=O)c2ccc3c(c2)OCCO3)c2ccccc21 (stereo unspecified),?,-1%,·,4%,-7%,-7%
ClCC(Br)CBr (stereo unspecified),-4%,·,34%[activator],-23%,14%,?
CCOC(=O)Cn1c2ccccc2c2nc(C)sc21,2%,-4%,182%[activator],10%,23%,0%
Cc1ccc(NC(=O)NCc2nc3ccccc3n2C)cc1,7%,1%,11%,1%,-24%,-2%
C=CCn1c(=O)c(C(C)=O)cn(N(C)c2ncc(C(F)(F)F)cc2Cl)c1=O,-3%,2%,?,3%,?,9%
Cc1[nH]c2ccc(C(=O)NCCCN3CCCCCC3)cc2c1C,-21%,-2%,-1%,?,?,-4%
Cn1sccc1=O,-1%,·,-14%,-6%,?,1%
O=S(=O)(O)c1cc(I)c(O)c2ncccc12,?,·,?,·,?,·
COc1ccc(/C=C/C(=O)OC(C)CN2CCOCC2)cc1 (stereo unspecified),4%,-4%,56%[activator],5%,41%[activator],-5%
COc1ccc(N(CC(=O)Nc2ccc(C)cn2)S(=O)(=O)c2c(C)nn(C)c2C)cc1,5%,-1%,?,-10%,·,6%
Cn1cccc1/C=N/n1c(-c2ccc(Cl)cc2Cl)n[nH]c1=S,?,?,0%,4%,13%,25%
CCC(=O)NC(c1cc(Cl)c2cccnc2c1O)C1CC1 (stereo unspecified),2%,·,2.9µM*,-22%&-1%,3.7µM*,·
Cc1cnc(NC(=O)CCCNC(=O)c2ccc(Cl)cc2)s1,4%,·,284%[activator],23%,290%[activator],11%
Cc1ccc(S(=O)(=O)CC(=O)Nc2ccc(S(=O)(=O)Nc3onc(C)c3C)cc2)cc1,8%,-18%,·,-11%,4%,12%&19%
O=C(Nc1ccccc1N1CCOCC1)C1CCCCN1S(=O)(=O)c1ccccc1 (stereo unspecified),-7%,-4%,3%,-3%,28%,-16%
CCc1nnc(NC(=O)c2ccc(-c3ccc(Cl)cc3)o2)s1,25%,0%,·,?,36%[activator],10%
COC(=O)C1=C(c2ccc(F)cc2OCc2ccccc2)C[C@@H]2CC[C@H]1N2C(=O)NCc1ccc2[nH]ccc2c1,-10%,·,5.9µM*,-8%,?,-28%
N#CC(C#N)=C1NC2(CCCC2)Cc2ccccc21,-5%,-2%,3.3µM*,0%,?,-28%
COc1ccc(-c2[nH]ncc2/C=N\NC(=O)c2ccc(Br)o2)cc1OC,1%,4%,4%,3%,19%,-10%
CC1=Nc2cc(C(=O)N3CCCCC3)ccc2Sc2ccc(C)cc21,0%&1%,11%,32%[activator],8%&1%,9.3µM*,-1%
C[C@H](NC(=O)c1ccco1)C(=O)Nc1ccc(C#N)cc1,0%,-4%,3%,0%,-14%,19%
Cc1ccc(C(=O)N2Cc3ccccc3CC2C(=O)O)cc1 (stereo unspecified),-1%,-2%,?,6%,5%,25%

# Single values from the entries so far:
# TbPYK inhibitor with C[C@H](NC(=O)c1ccco1)C(=O)Nc1ccc(C#N)cc1 : 0%
# HCV inh with COCCn1nnnc1C(c1ccc(Cl)cc1)N1CCSCC1 (stereo unspecified) : 16%
# Sm TGR inh with C=CCn1c(=O)c(C(C)=O)cn(N(C)c2ncc(C(F)(F)F)cc2Cl)c1=O : 3%
# Pf growth 96h with Cn1sccc1=O : -14%

# The listing picks up with the three entries that preceded the break.
SMILES,TbPYK inhibitor,LmPK inhibitor,Pf growth 96h,Sm TGR inh,Pf growth 48h,HCV inh
CC1=Nc2cc(C(=O)N3CCCCC3)ccc2Sc2ccc(C)cc21,0%&1%,11%,32%[activator],8%&1%,9.3µM*,-1%
C[C@H](NC(=O)c1ccco1)C(=O)Nc1ccc(C#N)cc1,0%,-4%,3%,0%,-14%,19%
Cc1ccc(C(=O)N2Cc3ccccc3CC2C(=O)O)cc1 (stereo unspecified),-1%,-2%,?,6%,5%,25%
O=C(CSc1nnc(NC(=O)c2ccccc2[N+](=O)[O-])s1)NCc1ccco1,7%,-1%,31%[activator],0%,21%,12%
COc1ccc(N(Cc2cc3cc(OC)ccc3[nH]c2=O)C(=O)c2cccnc2)cc1,2%,-5%,9%,1%,17%,18%
CCC(C)(C)NC(=O)C(c1cccc(OC)c1OC)N(C(=O)CCC(=O)Nc1cc(C)on1)c1ccc2c(c1)OCCO2 (stereo unspecified),3%,-3%,?,1%,?,-7%
COC(=O)c1cc(-c2ccccc2)on1,-8%,-15%,2%,0%,15%,21%
COc1ccccc1NC(=O)Cn1cc(C(=O)C(=O)N2CCOCC2)c2ccccc21,1%,-2%,7%,5%,-14%,-5%
O=C(c1cccnc1Nc1ccccc1F)N1CCOCC1,-3%,3%,52%[activator],4%,4%,13%
CC(=O)Nc1ccc(NC(=O)CC2(CC(=O)N3CCOCC3)CCCC2)cc1,-8%,·,-18%,-3%,-4%,8%
O=C(C1=C[C@@H](c2coc3ccccc3c2=O)C[C@@H](OCc2ccc(CO)cc2)O1)N1CCN(Cc2ccc3c(c2)OCO3)CC1,-5%,4%,?,5%,?,?
Cc1csc(SCC(=O)Nc2nnc(C)s2)n1,-5%,1%,-5%,-21%,-10%,5%
Cc1[nH]c(=O)c(C#N)c2c1CSC(C)(C)C2,0%,2%,23%,9%,38%[activator],15%
C=CCn1c(C)cc(C(=O)CSc2nnc(Cc3ccccc3)o2)c1C,-1%,-4%,?,0%,7%,?
CCOC(=O)N1CCN(C2=Nc3cccc4cccc2c34)CC1,1%,-3%,?,-9%,?,-30%
COc1cc(C2CC(=O)c3cnc(NC(C)=O)nc3C2)cc(OC)c1OC (stereo unspecified),-9%,-6%,?,0%,-15%,-12%
COCCn1c(COc2ccc(C)cc2)nc2ccccc21,4%,-1%,?,3%,81%[activator],-18%
NC(=O)NC(=O)COC(=O)c1ccccc1OCc1ccc(F)cc1,-4%,-1%,75%[activator],0%,8%,6%
CC(=O)C(Cc1ccccc1)NC(=O)COC(=O)CCN1C(=O)C2CC=CCC2C1=O (stereo unspecified),-8%,·,62%[activator],-1%,32%[activator],16%
Cc1ccc(C(=O)NC(=S)Nc2ccccc2N2CCOCC2)cc1C,-16%,-1%,23%,-8%,?,?
COCCN1C(=O)N[C@@H](CCc2ccccc2)C(C(C)=O)=C1C,0%,-1%,0%,-14%,2%,-5%[8.37 µM]
c1ccc(Cn2nnc3c(NCC4CCCO4)nc(C4CC4)nc32)cc1 (stereo unspecified),0%,5%,?,-1%,?,?
COC(=O)c1ccc(NC(=O)CN2CCN(S(=O)(=O)c3ccc(Br)cc3)CC2)cc1,-6%&8%,-9%,9.3µM*,4%&4%,-3%,?
CC(C(=O)OCc1nnc(-c2ccccc2)o1)N1C(=O)c2ccccc2C1=O (stereo unspecified),6%,5%,10%,0%,36%[activator],11%
CCOc1ccc(/C=N/NC(=O)C2CCCC2)c(OCC)c1,3%,9%,-33%,4%,20%,-11%
CCN(CC)C(=O)NC1CC2CCCC(C1)N2Cc1ccccc1 (stereo unspecified),4%,1%,?,-6%,21%,5%
COC(=O)c1c(NC(=O)c2cccnc2)sc(C)c1C,-4%,11%,-79%,-2%,·,10µM*
O=C(NC1CN2CCC1CC2)c1cccc(Cl)c1 (stereo unspecified),1%,-9%,26%,3%,·,-13%

# Reformatted: entries from further up
SMILES: COC(=O)c1ccc(NC(=O)CN2CCN(S(=O)(=O)c3ccc(Br)cc3)CC2)cc1
  TbPYK inhibitor = -6%&8%
  LmPK inhibitor = -9%
  Pf growth 96h = 9.3µM*
  Sm TGR inh = 4%&4%
  Pf growth 48h = -3%
  HCV inh = ?
SMILES: CC(C(=O)OCc1nnc(-c2ccccc2)o1)N1C(=O)c2ccccc2C1=O (stereo unspecified)
  TbPYK inhibitor = 6%
  LmPK inhibitor = 5%
  Pf growth 96h = 10%
  Sm TGR inh = 0%
  Pf growth 48h = 36%[activator]
  HCV inh = 11%
SMILES: CCOc1ccc(/C=N/NC(=O)C2CCCC2)c(OCC)c1
  TbPYK inhibitor = 3%
  LmPK inhibitor = 9%
  Pf growth 96h = -33%
  Sm TGR inh = 4%
  Pf growth 48h = 20%
  HCV inh = -11%
SMILES: CCN(CC)C(=O)NC1CC2CCCC(C1)N2Cc1ccccc1 (stereo unspecified)
  TbPYK inhibitor = 4%
  LmPK inhibitor = 1%
  Pf growth 96h = ?
  Sm TGR inh = -6%
  Pf growth 48h = 21%
  HCV inh = 5%

# (further entries)
SMILES,TbPYK inhibitor,LmPK inhibitor,Pf growth 96h,Sm TGR inh,Pf growth 48h,HCV inh
S=C(NC1CCCCC1)NN(c1ccccc1)c1ccccc1,1%,-1%,2.9µM*,2%,12µM*,?
Cc1cc(=O)n2[nH]c(-c3ccc(C(C)(C)C)cc3)cc2n1,-3%,11%&5%,4.7µM*,13%&-8%,2.9µM*,10µM*
Cc1cccc(C(=O)OC(C)C(=O)NCC2CCCCC2)c1O (stereo unspecified),0%,·,-8%,4%,?,19%
Cc1nn(-c2ccccc2)cc1/C=N/NS(=O)(=O)c1ccccc1,0%,-2%,40%[activator],-1%,30%,0%
Cc1nn(-c2cc(C(F)(F)F)ccc2Cl)c2nc(C(Cl)(Cl)Cl)[nH]c(=O)c12,2%,0%,?,20µM*,?,0%
O=C(OCC(=O)N1CCCC1=O)c1cc(S(=O)(=O)N2CCOCC2)ccc1Cl,4%,·,17%,6%,5%,-12%
Cc1ccc(C)c(CSc2nnc([C@@H](N)C(C)C)o2)c1,3%,1%,13%[5.75 µM],1%,1%,10%
CCCCOc1ccc(C(=O)NC)cc1,0%,-2%,·,-2%,-12%,3%
CCN(CC)C(=O)CC(c1ccc(F)cc1)c1ccc(OC)cc1 (stereo unspecified),-14%,-1%,?,-8%,-10%,-9%
Cc1cc(-c2ccco2)n(CC(=O)NCc2ccccc2)n1,-5%,8%,-22%,?,·,3%
NC(=O)CC(NC(=O)Cc1ccc(Br)cc1)c1ccc(NCc2ccc(F)c(F)c2)c([N+](=O)[O-])c1 (stereo unspecified),1%,4%,-10%,17%,-16%,?
CC1CN(S(=O)(=O)c2cccs2)CC(C)O1 (stereo unspecified),2%,0%,51%[activator],9%,20%,16%
Cc1cccc(N2CCN(C(=S)Nc3ccc4nc(N5CCOCC5)cc(C)c4c3)CC2C)c1 (stereo unspecified),-3%,5%,?,7%,11%,?
COc1cccc(CNC(=O)CCCc2nnc3n(C)c(=O)c4sccc4n23)c1,-3%,4%,-4%,4%,?,9%

# Source: PubChem
